Assay outcomes as filed in PubChem.
CHO parental Ca – signal in parental CHO cells, OX1R antagonist counter-screen | inhibition, % at 5.6 µM | parental CHO-K1, ATP-induced calcium, Fluo-8 fluorescence | AID 463079 | hit rate 0.63% among 330,000;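 active means inhibition above that plate's mean sample inhibition plus 3 SD, cut at about 26% in these data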;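 further: 0% = ATP-challenged DMSO wells and 100% = DMSO wells without ATP; some compounds past the cut are filed as inactive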
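Material: Parental CHO cells | Reagent: ATP | Compound dosing: Single nominal dose of 5.6 µM per compound | Detection: Intracellular calcium via Fluo-8 no-wash fluorescent dye | Read-out: % inhibition of ATP-induced calcium mobilization | Benchmarks: Low control ATP plus DMSO, high control DMSO only | Replicates: Singlicate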
CHO-K1 Ca antag – M1 antagonist counterscreen hit in parental CHO-K1 cells | inhibition, % at 3 µM | AID 602250 | ATP-induced calcium, Fluo-8 fluorescence | hit rate 0.6% among 360,000;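 active means inhibition above a per-plate cutoff, the plate's mean sample inhibition plus 3 SD, cut at about 24% in these data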;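 further: 0% = DMSO plus EC80 ATP and 100% = DMSO alone without ATP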
M4 ag – CHRM4 agonism in calcium assay. AID 624127. P08173. CHO-K1 hM4/Gqi5, Fluo-8 calcium fluorescence; vehicle 0%, full acetylcholine response 100%. activation, % at 3 µM. hit rate 0.14% among 360,000;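 active means activation above the run mean over all test wells plus 3 SD, cut at about 32% in these data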;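 further: peak over basal fluorescence ratio per well then scaled between controls; 0% = DMSO wells and 100% = acetylcholine at EC100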
Target sequence (P08173 whole entry, looked up): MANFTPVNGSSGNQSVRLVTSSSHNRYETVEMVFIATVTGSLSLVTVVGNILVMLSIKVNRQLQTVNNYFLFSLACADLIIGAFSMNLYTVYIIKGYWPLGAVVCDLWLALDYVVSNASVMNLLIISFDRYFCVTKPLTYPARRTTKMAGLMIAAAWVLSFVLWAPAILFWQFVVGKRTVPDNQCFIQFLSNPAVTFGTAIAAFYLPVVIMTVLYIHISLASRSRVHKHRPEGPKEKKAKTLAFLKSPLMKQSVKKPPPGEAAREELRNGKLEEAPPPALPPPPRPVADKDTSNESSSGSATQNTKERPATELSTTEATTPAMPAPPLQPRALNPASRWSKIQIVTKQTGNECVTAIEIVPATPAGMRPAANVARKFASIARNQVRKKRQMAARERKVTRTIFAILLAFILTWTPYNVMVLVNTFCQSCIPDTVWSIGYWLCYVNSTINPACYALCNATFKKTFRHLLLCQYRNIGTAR
CHRM1 PAM – positive allosteric modulators of human M1 muscarinic receptor; P11229; CHO-K1 hM1, Fluo-8 calcium fluorescence, ACh EC20; 0% = ACh EC20, 100% = maximal ACh; activation, % at 3 µM; hit rate 0.088% among 360,000; in the data active means activation above about 19%, passing the limit was not always enough
M1 ag parental – nonselective activator or artifact in parental CHO-K1 cells. Fluo-8 calcium fluorescence; scaled to maximal ATP response, vehicle zero. activation, % at 3 µM. hit rate 0.48% among 360,000. AID 602248; in the data active means activation above about 15%;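 further: untransfected CHO-K1 host cells lacking M1 receptor as counterscreen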
M1 ag – activates human CHRM1 receptor | P11229 | CHO-K1 hM1, Fluo-8 calcium fluorescence, agonist mode; 0% DMSO, 100% acetylcholine EC100 | activation, % at 3 µM | hit rate 0.33% among 360,000;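 active means activation above the run's mean compound activation plus 3 SD, cut at about 16% in these data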;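 further: peak over basal fluorescence ratio within a 140 s kinetic read after compound addition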
OXTR potentiate – human OXTR potentiation; P30559; CHO-OTR cells, Fluo-8 calcium fluorescence, potentiator mode; 0% = oxytocin EC15, 100% = EC100; activation, % at 3 µM; hit rate 0.061% among 320,000;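 active means activation above that plate's cutoff, the mean activation of tested compounds plus 3 SD, cut at about 6.6% in these data, passing the limit was not always enough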;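 further: 100% uses oxytocin at 75 nM as the full agonist control; some results filed as inactive read as strong as hits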
Target sequence (P30559 whole entry, looked up): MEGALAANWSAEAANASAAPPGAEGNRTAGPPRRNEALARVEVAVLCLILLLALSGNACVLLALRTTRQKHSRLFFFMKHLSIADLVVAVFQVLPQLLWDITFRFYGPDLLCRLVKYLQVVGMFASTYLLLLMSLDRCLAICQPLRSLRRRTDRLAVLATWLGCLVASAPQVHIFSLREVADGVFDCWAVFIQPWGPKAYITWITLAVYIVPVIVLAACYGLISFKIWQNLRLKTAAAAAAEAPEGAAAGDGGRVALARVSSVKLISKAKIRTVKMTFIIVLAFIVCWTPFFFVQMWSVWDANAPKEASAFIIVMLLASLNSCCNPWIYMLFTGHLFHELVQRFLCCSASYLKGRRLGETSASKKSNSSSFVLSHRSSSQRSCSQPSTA
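Assay system: CHO-OTR cells, human receptor / Also added: oxytocin at about EC15, sub-maximal agonist stimulus / Dosing: single dose, 3.0 µM nominal final compound concentration / Incubation: 6 min pre-incubation, 100 s read / Technique: Fluo-8 calcium dye fluorescence / Read-out: % activation vs EC15 and EC100 oxytocin / Benchmarks: EC15 oxytocin low, 75 nM oxytocin high / Replicates: singlicate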
CHRM1 antagonist – human CHRM1 antagonism; P11229; CHO-K1 hM1, Fluo-8 calcium fluorescence, ACh EC80 antagonist; hit rate 1.3% among 360,000; inhibition, % at 3 µM; AID 588852;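 active means percent inhibition above its own plate's cutoff, namely the mean of that plate's compound wells plus 3 SD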;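 further: peak over basal fluorescence ratio during 140 s after agonist addition; 0% = ACh EC80 plus DMSO and 100% = DMSO alone without agonist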
M4 antag – blocks acetylcholine activation of human M4 receptor; CHO-hM4 cells, ACh EC80, Fluo-8 calcium fluorescence; hit rate 0.73% among 360,000; P08173; AID 624125; inhibition, % at 3 µM;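 active means inhibition above its plate's cutoff, the mean inhibition of sample wells plus 3 SD, cut at about 27% in these data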;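 further: 0% = acetylcholine EC80 with DMSO and 100% = DMSO without agonist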
The depositor's hits bear a star; . = not tested or not shown.

#1 COc1cc(OC)cc(C(=O)N[C@H](C(=O)NC23CC4CC(CC(C4)C2)C3)C(C)C)c1
#2 Cc1ccc(S(=O)(=O)N(C)c2ccccc2C(=O)N2CCOCC2)cc1
#3 O=C(NCc1ccco1)c1cc2ccccc2c(=O)o1
#4 COc1cc(C(=O)Nc2cccc(C)c2C)ccc1OCC(=O)N1CCOCC1
#5 CCCCN(CCCC)CCNC(=O)c1cn(CC)c2ccc(S(=O)(=O)N3CCc4ccccc4C3)cc2c1=O
#6 COc1ccc(OCC(=O)Nc2ccc(N3CCOCC3)cc2)c([N+](=O)[O-])c1
#7 Cc1c2cnn(CC(=O)N3CCOCC3)c(=O)c2c(C)n1Cc1ccc(F)cc1
#8 Nc1cc2c(cc1[N+](=O)[O-])OCO2

assay / entry	1	2	3	4	5	6	7	8
CHO parental Ca	-19	3	-9	-7	-29	-5	.	-6
CHO-K1 Ca antag	2	-8	-13	-6	-15	-10	-5	-7
M4 ag	0	1	1	2	-1	2	1	1
CHRM1 PAM	0	5	4	-4	6	4	4	3
M1 ag parental	0.0	1.1	0.5	0.3	-1.0	2.6	-0.5	0.2
M1 ag	-4	-3	-4	-2	-6	-2	16	-7
OXTR potentiate	-23	-8	-3	-2	2	-10	.	-10
CHRM1 antagonist	-10	-1	-4	6	-10	-2	-24	-4
M4 antag	-5	5	8	-4	-4	0	-16	-6

#9 Cc1cccc(N2CCN(S(=O)(=O)c3ccc(-c4cc(C)no4)s3)CC2C)c1 (stereo not given)
#10 Cn1ccnc1SCC(=O)NC1CC1
#11 CC1(C(=O)NS(=O)(=O)c2cccc(OC(F)F)c2)CCN1C(=O)c1ccco1 (stereo not given)
#12 COC1=CC(C)C2CC3OC(O)CC4C(C)=C(OC)C(=O)C(C2(C)C1=O)C34C (stereo not given)
#13 Oc1ccc(-n2cnnn2)cc1
#14 O=C(Nc1ccc(Oc2ccc(S(=O)(=O)N3CCOCC3)cn2)cc1)c1ccco1
#15 CC(=O)NCCC1CCN(C(=O)c2cc(COc3ccc(C)nc3)on2)CC1
#16 CCOC(=O)c1nc(-c2ccccc2)sc1C(C)=O

assay / entry	9	10	11	12	13	14	15	16
CHO parental Ca	3	0	.	.	-7	-14	4	-23
CHO-K1 Ca antag	-3	-1	-9	0	-2	-3	2	-9
M4 ag	1	5	1	2	0	3	2	12
CHRM1 PAM	2	11	2	-1	1	9	8	3
M1 ag parental	0.0	0.6	0.4	0.1	-0.2	1.0	0.9	3.6
M1 ag	-2	11	3	-3	-4	-2	1	-6
OXTR potentiate	-19	1	.	.	-5	-11	-11	1
CHRM1 antagonist	0	-9	-5	-7	2	-7	0	-6
M4 antag	1	3	9	-10	2	1	-5	-3

#17 c1ccc(OCc2nc(-c3ccncc3)no2)cc1
#18 Cc1ccc(C(=O)Nc2ccc(NC(=O)c3ccc(C)o3)cc2)o1
#19 N#CC1(NC(=O)Cn2cc(C(F)(F)F)cc(Cl)c2=O)CCCCC1
#20 CCCn1c(=O)c2ccccc2n2c(SCC(=O)c3cc(C)n(CCOC)c3C)nnc12
#21 CC(C)n1ncc(C(N)=O)c1N
#22 N#Cc1c(N)nc2c(c1-c1cccs1)CCCC2
#23 CC(C)(C)c1ccc(CSc2nc(N)cc(=O)[nH]2)cc1
#24 N/C(=N\S(=O)(=O)c1cccs1)c1ccccc1Cl

assay / entry	17	18	19	20	21	22	23	24
CHO parental Ca	-10	-16	-8	.	-1	0	15	-9
CHO-K1 Ca antag	-16	0	7	-13	19	3	21	-22
M4 ag	2	2	1	0	0	0	5	1
CHRM1 PAM	-4	2	17	3	-3	-1	-3	12
M1 ag parental	1.7	0.9	-0.1	0.1	-0.1	0.5	9.5	1.2
M1 ag	-2	-1	5	-4	-2	-11	10	-2
OXTR potentiate	-2	-8	3	.	-8	0	-22	-2
CHRM1 antagonist	9	-1	-14	-11	13	-3	14	-16
M4 antag	-5	-6	1	-7	7	1	-6	-2

#25 CN(C)c1nc2c(c(=O)n(C)c(=O)n2C)n1CC(=O)c1cccs1
#26 CC1CCc2nc(NC(=O)c3ccc(S(=O)(=O)N4CCCc5ccccc54)cc3)sc2C1 (stereo not given)
#27 OCCn1c(CSc2nnc(-c3ccco3)n2-c2ccccc2)nc2ccc(Cl)cc21
#28 CCOC(=O)c1cc2c(ccn2C)n1Cc1cc(C)ccc1C
#29 CC1=NNC(=O)C1CC(=O)N/N=C/c1ccncc1 (stereo not given)
#30 Cc1c(Cl)cccc1NC(=S)NCc1ccc(F)cc1
#31 Cc1ccccc1-c1noc(C2CCCCC2)n1
#32 COc1ccc(NS(=O)(=O)c2ccc(NS(=O)(=O)c3cccc(C(=O)O)c3)cc2)cc1

assay / entry	25	26	27	28	29	30	31	32
CHO parental Ca	10	-10	-15	-5	-15	-5	0	-8
CHO-K1 Ca antag	-15	-17	-8	-17	-11	3	5	-1
M4 ag	0	-1	3	-2	1	10	0	-1
CHRM1 PAM	8	0	6	4	6	-9	0	1
M1 ag parental	1.3	0.1	1.6	0.4	0.9	5.7	-0.1	0.0
M1 ag	-3	-3	-2	-3	-1	-2	-1	-4
OXTR potentiate	-2	2	-10	-10	-7	-10	0	-3
CHRM1 antagonist	-11	-18	-8	-11	-15	5	7	7
M4 antag	-7	0	-3	3	2	0	3	0

#33 CCOC(=O)N1CCN(C(=O)CCCCn2c(=S)[nH]c3ccsc3c2=O)CC1
#34 COc1ccc(C)cc1NC(=O)CCCN1C(=O)C2CC=CCC2C1=O (stereo not given)
#35 O=C(N/N=C/C1CC2CCC1C2)c1ccc2c(c1)OCO2 (stereo not given)
#36 CC(NC(=O)CN1CCc2ccccc21)c1ccccc1 (stereo not given)
#37 C(=N\c1c(-c2ccccc2)nc2n1CCS2)/c1ccccc1
#38 CCN(CC)c1ccc(/C=N/N2CCN(Cc3ccc(Cl)cc3)CC2)c(O)c1
#39 COc1cccc2[nH]c(C(=O)NN)c(N)c12
#40 O=C(CNC(=O)c1ccccc1)OC(C(=O)c1ccccc1)c1ccccc1 (stereo not given)

assay / entry	33	34	35	36	37	38	39	40
CHO parental Ca	-16	-12	-11	-21	-4	-4	-20	0
CHO-K1 Ca antag	-8	-1	-2	-2	-9	2	-1	-8
M4 ag	0	1	1	0	0	0	1	1
CHRM1 PAM	-3	10	7	-1	6	4	1	0
M1 ag parental	-0.4	0.6	0.7	-0.2	0.6	4.3	0.1	1.6
M1 ag	-7	-3	-9	-7	-4	-2	-3	-8
OXTR potentiate	-8	1	-6	-4	-8	2	1	-5
CHRM1 antagonist	15	-12	-18	-2	-27	-3	-6	19
M4 antag	-20	3	2	4	-2	5	-5	1

#41 Cc1cc(NC(=O)CSc2nc(-c3ccccc3)c(C#N)c(=O)[nH]2)no1
#42 COc1cc(/C=N/NC(=O)CCc2c(C)n[nH]c2C)cc(OC)c1OC
#43 O=C1C=C(c2ccc(OC(F)(F)F)cc2)C[C@@H](c2ccc(Cl)cc2)C1
#44 O=C(Nc1ccc(Cl)c(C(F)(F)F)c1)c1ccncc1
#45 O=C(Nc1ccn(CCCNCc2ccccc2)c(=O)n1)OCc1ccccc1
#46 O=S(=O)(Nc1ccncc1Cl)c1cccc(Cl)c1Cl
#47 Cc1ccc(S(=O)(=O)N(C)c2ccc(OCC(=O)N3CCCC(C(F)(F)F)C3)cc2)cc1 (stereo not given)
#48 Cc1ccc(COc2ccc(/C=N/NC(=O)CN3CCCCC3)cc2)cc1

assay / entry	41	42	43	44	45	46	47	48
CHO parental Ca	-5	-9	-24	-12	.	2	-33	-4
CHO-K1 Ca antag	-43	-10	13	-5	-16	-12	-9	-9
M4 ag	-2	0	1	29	0	0	5	5
CHRM1 PAM	4	7	7	-9	5	3	1	-1
M1 ag parental	1.6	0.1	-0.8	14	0.5	1.9	0.7	2.4
M1 ag	-2	-3	-4	-1	-9	-1	-5	-4
OXTR potentiate	-4	-11	-8	-7	.	-1	-11	-6
CHRM1 antagonist	-4	-11	-2	18	-10	-5	-2	-1
M4 antag	-4	2	-8	-6	1	-11	-3	4

#49 Cc1ccc(S(=O)Cc2ccc(C(=O)N3CCN(C(=O)c4ccco4)CC3)o2)cc1 (stereo not given)
#50 CCc1noc(C)c1C(=O)Nc1sc(C(=O)N(C)C)c(C)c1C#N
#51 Oc1ccccc1/C=N/n1c(-c2cccs2)n[nH]c1=S
#52 Cc1nnc(NC(=O)CSc2nnnn2Cc2ccccc2)s1
#53 CCOc1ccc(CCNC(=O)C2CCCN(S(C)(=O)=O)C2)cc1OCC (stereo not given)
#54 COc1ccc(N2C(=O)CN=C2Nc2cccc(C)c2C)cc1OC
#55 COc1ccc2c(c1)C1NC(=S)NC(C)(O2)C1C(=O)Nc1ccc(Cl)cc1 (stereo not given)
#56 C/C=C/Cn1c(SCc2ccc(C)cc2)nc2c1c(=O)[nH]c(=O)n2C

assay / entry	49	50	51	52	53	54	55	56
CHO parental Ca	0	4	-5	-1	-10	-1	-3	-32
CHO-K1 Ca antag	-4	1	-20	6	-14	-15	-10	-1
M4 ag	3	2	1	0	2	1	1	1
CHRM1 PAM	-5	-1	10	-9	7	6	4	5
M1 ag parental	1.0	0.2	0.6	-0.1	2.8	0.5	0.2	0.4
M1 ag	-3	0	-4	-1	-5	-2	-7	-3
OXTR potentiate	-3	-7	-7	-8	-2	-15	-1	-15
CHRM1 antagonist	7	-5	-6	15	-7	-3	-2	-25
M4 antag	7	-4	9	9	-5	-4	-2	-13

An excerpt from above in order of molecular weight, rising:
#54 COc1ccc(N2C(=O)CN=C2Nc2cccc(C)c2C)cc1OC
#52 Cc1nnc(NC(=O)CSc2nnnn2Cc2ccccc2)s1
#56 C/C=C/Cn1c(SCc2ccc(C)cc2)nc2c1c(=O)[nH]c(=O)n2C
#55 COc1ccc2c(c1)C1NC(=S)NC(C)(O2)C1C(=O)Nc1ccc(Cl)cc1 (stereo not given)

assay / entry	54	52	56	55
CHO parental Ca	-1	-1	-32	-3
CHO-K1 Ca antag	-15	6	-1	-10
M4 ag	1	0	1	1
CHRM1 PAM	6	-9	5	4
M1 ag parental	0.5	-0.1	0.4	0.2
M1 ag	-2	-1	-3	-7
OXTR potentiate	-15	-8	-15	-1
CHRM1 antagonist	-3	15	-25	-2
M4 antag	-4	9	-13	-2

Continued:
#57 COCC(C)n1c(C)cc(C(=O)COc2ccc(C)nc2[N+](=O)[O-])c1C (stereo not given)
#58 CCC(C)(C)C1CCC2(CC1)NC(=O)N(CC(=O)NCCOc1ccccc1)C2=O (stereo not given)
#59 CCn1c(CSc2nnc(-c3ccoc3C)n2C)nc2cc(S(=O)(=O)N(C)C)ccc21
#60 CCOC(CNC(=O)CN1C(=O)COc2ccc(S(=O)(=O)N3CCCC3)cc21)OCC
#61 O=C(/C=C/c1ccccc1Cl)NCCc1ccccc1

assay / entry	57	58	59	60	61
CHO parental Ca	-6	-24	-13	-23	-17
CHO-K1 Ca antag	6	-14	-10	-12	-25
M4 ag	2	1	1	1	3
CHRM1 PAM	8	-3	9	-1	8
M1 ag parental	-0.1	-0.1	0.4	0.6	2.7
M1 ag	-3	-7	-3	-2	-7
OXTR potentiate	-4	-6	-11	-2	-6
CHRM1 antagonist	-5	3	-10	2	-4
M4 antag	0	1	0	2	-4

Hits appear at their usual frequency; any-hit rate near 2.9%.
